High-throughput results (PubChem)
FadD28 FP inh: blocks FadD28 binding to the bisubstrate probe; hit rate 0.22% among 360,000; fluorescence polarization; inhibition, % at 12.5 µM; in the data active = inhibition above about 8.5%, passing the limit was not always enough; inconclusive = no clear call, values can overlap the other calls
FBA Mtb inh: Mtb fructose-bisphosphate aldolase inhibition; hit rate 2.3% among 360,000; P9WQA3; inhibition, % at 1 µM; purified M. tuberculosis FBA, fluorescence read-out; in the data active = inhibition above about 27%;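 note: 0% = vehicle and 100% = reference inhibitor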
Target sequence (P9WQA3 whole entry, looked up): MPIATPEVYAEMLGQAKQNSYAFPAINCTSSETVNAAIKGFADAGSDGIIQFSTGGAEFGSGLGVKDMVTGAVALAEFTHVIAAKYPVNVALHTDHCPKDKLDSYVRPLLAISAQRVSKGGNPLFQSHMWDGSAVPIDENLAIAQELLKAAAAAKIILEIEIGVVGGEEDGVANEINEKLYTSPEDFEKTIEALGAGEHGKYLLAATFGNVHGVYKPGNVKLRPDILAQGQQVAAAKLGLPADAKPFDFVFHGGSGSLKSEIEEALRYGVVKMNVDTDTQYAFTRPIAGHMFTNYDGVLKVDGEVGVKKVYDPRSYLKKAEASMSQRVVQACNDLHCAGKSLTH
Mtb BioA inh: inhibitors of Mycobacterium tuberculosis BioA enzyme; purified M. tuberculosis BioA enzyme, plate reader; inhibition, % at 9.99 µM; hit rate 0.096% among 360,000; AID 602481; in the data active = inhibition above about 40%; inconclusive = no clear call, values can overlap the other calls
Anthrax LF inh2: blocks Bacillus anthracis lethal factor protease. P15917. multiplex microsphere protease cleavage assay, LF. inhibition, % at 10 µM. hit rate 0.12% among 360,000; note: plate controls were buffer without enzyme for full effect and enzyme alone for no effect
BoNT-A LC inh2: blocks Botulinum neurotoxin A light chain protease; multiplex microsphere protease substrate cleavage, flow cytometry; inhibition, % at 10 µM; hit rate 0.17% among 360,000; AID 588499; note: plate controls were buffer without enzyme for full effect and enzyme alone for no effect
PfHsp40 rescue: restores yeast growth despite PfHsp40 toxicity. S. cerevisiae expressing PfHsp40, growth rescue, ATP luminescence. growth rescue, % at 12.5 µM. hit rate 0.68% among 340,000; in the data active = growth rescue above about 28%, passing the limit was not always enough; inconclusive = no clear call, values can overlap the other calls;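 note: yeast W303a lacking pdr1 and pdr3 grown in galactose medium; growth measured after three days at 30 °C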
BoNT-F LC inh: BoNT F light chain protease inhibition; hit rate 0.22% among 360,000; Multiplex microsphere protease cleavage assay, flow cytometry; inhibition, % at 10 µM; in the data active = inhibition above about 35%, passing the limit was not always enough; inconclusive = no clear call, values can overlap the other calls; note: plate controls were buffer without enzyme for full effect and enzyme alone for no effect
GDH-TPI counter: counter-screen for M. tuberculosis FBA inhibitors: GDH-TPI coupled enzymes; GDH-TPI coupled enzyme counterscreen, NADH absorbance; inhibition, % at 4.8 µM; hit rate 1.2% among 360,000; in the data active = inhibition above about 30%;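 note: 0% = DMSO wells and 100% = wells lacking the enzyme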
UGM FP inh: inhibitors of M. tuberculosis UDP-galactopyranose mutase; purified UGM, fluorescence polarization probe displacement; inhibition, % at 10 µM; hit rate 0.06% among 320,000; AID 504406; in the data active = inhibition above about 10%, passing the limit was not always enough; inconclusive = no clear call, values can overlap the other calls
Target sequence (P9WIQ1 whole entry, looked up): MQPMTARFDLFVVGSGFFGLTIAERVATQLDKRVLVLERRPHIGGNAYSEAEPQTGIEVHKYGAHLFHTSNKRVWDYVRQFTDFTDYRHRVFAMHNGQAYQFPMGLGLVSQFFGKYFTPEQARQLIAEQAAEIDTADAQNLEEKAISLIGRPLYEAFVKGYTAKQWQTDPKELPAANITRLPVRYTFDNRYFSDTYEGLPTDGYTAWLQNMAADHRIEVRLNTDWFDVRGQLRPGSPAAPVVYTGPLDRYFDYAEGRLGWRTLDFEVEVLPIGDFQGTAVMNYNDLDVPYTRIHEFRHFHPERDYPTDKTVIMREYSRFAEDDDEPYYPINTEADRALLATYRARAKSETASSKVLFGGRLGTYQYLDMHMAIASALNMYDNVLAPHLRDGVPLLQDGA
* = called active by the depositor; ? = inconclusive; nt = not tested or not shown. Cut-off read from the data, not from the text of the source, unless noted: active = inhibition above about 30%; inconclusive = no clear call, values can overlap the other calls; inactive = below that.

mol,FadD28 FP inh,FBA Mtb inh,Mtb BioA inh,Anthrax LF inh2,BoNT-A LC inh2,PfHsp40 rescue,BoNT-F LC inh,GDH-TPI counter,UGM FP inh
O=C(CNC(=O)c1ccc(-c2ccccc2)cc1)OCc1ccc(Br)cc1,-4.9,-7,nt,2,-0.1,-0.3,1,7,nt
Cc1nc2ccccc2c2c(N)cccc12,-1.4,-2,nt,1,0.4,-2.9,5,2,nt
COc1ccc(CCCC(=O)N/N=C/c2ccccc2OC)cc1,-1.3,2,nt,-3,-0.2,-2.5,-3,5,-1.1
O=C(NC1CCCCC1)c1cc([N+](=O)[O-])ccc1N1CCCCC1,-0.4,0,nt,-5,-1.4,0.0,-2,5,-0.6
Cc1nnc(NS(=O)(=O)c2ccc(Br)cc2)s1,0.7,1,-1.3,-5,?,-1.1,?,7,-1.6
CCSc1cc(C)nc2c(-c3ccccc3)cnn12,0.2,0,nt,-5,-0.1,-0.7,-2,7,2.4
CCCN(CC(=O)Nc1ccccc1C)C(=O)c1ccc(OCc2c(C)noc2C)cc1,-0.6,3,1.8,-2,1.2,-1.0,3,-2,nt
COc1ccc(CNC2CCCCC2)cc1,-4.7,1,-0.9,-4,?,-0.8,3,6,1.7

Next section:
mol,FadD28 FP inh,FBA Mtb inh,Mtb BioA inh,Anthrax LF inh2,BoNT-A LC inh2,PfHsp40 rescue,BoNT-F LC inh,GDH-TPI counter,UGM FP inh
COc1cc(OC)c(C(=O)OCC(=O)NCCC2=CCCCC2)cc1OC,0.1,0,2.4,-7,-4.6,-2.5,-6,-4,0.2
COC(=O)Cn1nc(C)c2ccccc2c1=O,1.1,1,0.6,0,-0.3,0.4,-21,5,-3.0
CCCCn1c(=O)c(CCC(=O)OCC(=O)NC(=O)NCCOC)nc2ccccc21,-1.7,11,nt,2,0.1,0.8,0,1,0.0
CCn1c(CCNC(=O)c2ccc(OC)c(OC)c2)nc2ccccc21,-1.4,3,1.1,1,2.5,-1.0,40*,4,0.8
COC(=O)C1=C(C(=O)OC)[C@@H]2N(Cc3ccccc3)c3ccccc3[C@@]23C[C@@H](C(=O)OC)N(C(=O)COCc2ccccc2)C3=N1,-2.8,2,-0.6,-2,0.7,1.6,4,14,-1.3
CCN1CCN(C(=S)Nc2cc(S(=O)(=O)N(CC)CC)ccc2C)CC1,-4.3,0,nt,-4,0.5,-0.5,4,-11,-1.3
COC(=O)Nc1ccccc1C(=O)N1CCC(O)(c2ccc(Cl)cc2)CC1,-0.6,0,6.3,-1,0.4,0.1,2,8,-1.8
Cc1ccccc1OCC(=O)NS(=O)(=O)c1ccc(Cl)cc1,-0.8,2,-0.7,2,-1.1,-1.8,-12,4,0.3

Continued:
mol,FadD28 FP inh,FBA Mtb inh,Mtb BioA inh,Anthrax LF inh2,BoNT-A LC inh2,PfHsp40 rescue,BoNT-F LC inh,GDH-TPI counter,UGM FP inh
COc1ccc(N2CCN(C(=O)CSc3nnc(C)c(=O)[nH]3)CC2)cc1,-2.4,3,0.2,-4,-0.4,0.6,-3,4,-1.5
O=C(c1nc2ccccn2c1CN1CCCC(c2nc3ccccc3o2)C1)N1CCCC1 (stereo unspecified),-2.3,-5,nt,-2,-0.5,-1.6,3,-3,-0.2
Nc1c(-c2ccccc2)cnn1-c1cccc([N+](=O)[O-])c1,1.1,-2,6.8,-5,-2.4,1.4,-1,15,0.9
CCCCCn1cnc2c(sc3nc4c(cc32)CSC(C)(C)C4)c1=O,-0.6,1,nt,-6,0.6,-0.4,5,1,0.5
CCCS(=O)(=O)N1CCC(C(=O)NCCCOC(C)C)CC1,-0.8,0,-3.5,-6,-0.2,-1.5,0,-5,2.1
O=C(Nc1ccccn1)c1ccco1,0.3,-2,-1.7,-4,0.0,-1.5,3,13,1.3
O=c1sc(N2CCN(c3ccc(F)cc3)CC2)nc2ccsc12,-2.3,2,-1.0,-4,-0.2,1.2,-3,0,-1.0
COc1ccc(NC(=O)c2oc3ccccc3c2NC(=O)C2CCCO2)cc1OC (stereo unspecified),-1.6,-3,2.1,-2,0.4,-0.5,-2,20,5.0

Record cards, as listed above.
Results for CCCCCn1cnc2c(sc3nc4c(cc32)CSC(C)(C)C4)c1=O = FadD28 FP inh: -0.6; FBA Mtb inh: 1; Mtb BioA inh: nt; Anthrax LF inh2: -6; BoNT-A LC inh2: 0.6; PfHsp40 rescue: -0.4; BoNT-F LC inh: 5; GDH-TPI counter: 1; UGM FP inh: 0.5
Results for COc1ccc(N2CCN(C(=O)CSc3nnc(C)c(=O)[nH]3)CC2)cc1 = FadD28 FP inh: -2.4; FBA Mtb inh: 3; Mtb BioA inh: 0.2; Anthrax LF inh2: -4; BoNT-A LC inh2: -0.4; PfHsp40 rescue: 0.6; BoNT-F LC inh: -3; GDH-TPI counter: 4; UGM FP inh: -1.5

The listing continues:
mol,FadD28 FP inh,FBA Mtb inh,Mtb BioA inh,Anthrax LF inh2,BoNT-A LC inh2,PfHsp40 rescue,BoNT-F LC inh,GDH-TPI counter,UGM FP inh
CSCc1ccc(C(=O)NC(C)c2ccc(-n3ccnc3)cc2)cc1 (stereo unspecified),nt,0,1.8,1,3.2,-0.2,7,-1,-0.9
O=C(N/N=C/c1ccc([N+](=O)[O-])cc1)c1ccccc1OCc1ccccc1,0.6,0,0.0,-9,-0.2,3.8,-13,11,1.7
Cc1ccc(Nc2nc(N)c([N+](=O)[O-])c(N3CCOCC3)n2)cc1,-3.2,-2,nt,-1,-0.4,-2.4,-1,17,1.8
O=C(Nc1ccc(F)c(F)c1)C1CCCN(S(=O)(=O)c2cnc[nH]2)C1 (stereo unspecified),-2.8,-1,0.9,2,-1.3,-0.7,-6,0,0.7
CC1CN(c2ccc([N+](=O)[O-])c(NCCOc3ccccc3)c2)CCN1 (stereo unspecified),-12,-8,1.5,-4,-1.1,0.4,-12,-8,2.1
COCCN(C(=O)COC(=O)c1ccc(Br)o1)c1c(N)n(Cc2ccccc2)c(=O)[nH]c1=O,-1.0,2,nt,-7,0.1,nt,9,8,nt
CC(=O)C(C(C)=O)C(c1ccccc1)c1nc2ccccc2[nH]c1=O (stereo unspecified),-1.9,0,nt,0,1.7,-0.1,-6,4,0.9
Cc1nc(N2CCC(C)CC2)c2c(C)c(C(=O)Nc3cccc(C(F)(F)F)c3)sc2n1,-2.2,-5,nt,1,2.2,-0.9,0,11,-1.2

More entries:
mol,FadD28 FP inh,FBA Mtb inh,Mtb BioA inh,Anthrax LF inh2,BoNT-A LC inh2,PfHsp40 rescue,BoNT-F LC inh,GDH-TPI counter,UGM FP inh
Cc1cc2occ(CC(=O)NCc3cccs3)c2cc1C(C)C,-2.3,0,nt,0,1.0,8.0,-4,9,0.6
N=C(N)Sc1nc(N2CCCCC2)nc(N2CCCCC2)n1,-2.7,-3,nt,4,3.5,-0.5,6,-2,1.6
CCn1c2ccc(C)cc2c2nnc(NN)nc21,-2.0,-1,1.2,-4,0.3,-1.0,-27,11,-0.2
COc1cccc(CNC(=O)C2CCC(CNS(=O)(=O)c3cccc4nsnc34)CC2)c1 (stereo unspecified),-2.0,-3,1.0,-3,0.1,-0.7,-4,-4,0.7
O=C1Nc2ccccc2C(O)(C(=O)NCc2ccco2)N1c1ccccc1 (stereo unspecified),-3.2,-2,nt,-2,-0.8,-1.8,8,-5,2.3
CC(C)=NOCC(=O)Nn1c(COc2c(C)cccc2C)nc2ccccc2c1=O,-0.1,0,nt,-5,6.5,-1.1,-2,-1,2.0
Cc1nc2ccccn2c1C(=O)N/N=C/c1ccccc1Cl,nt,-2,-0.5,5,1.4,0.2,16,22,-0.7
CC(SCc1cc(=O)n2c([nH]c3ccccc32)c1C#N)C(=O)O (stereo unspecified),10*,21,-0.4,-2,-0.3,0.7,2,-3,1.0

Continuation.
mol,FadD28 FP inh,FBA Mtb inh,Mtb BioA inh,Anthrax LF inh2,BoNT-A LC inh2,PfHsp40 rescue,BoNT-F LC inh,GDH-TPI counter,UGM FP inh
CCN(CC(=O)Nc1ccccc1OC)C(=O)CN1C(=O)NC2(CCCC2)C1=O,-1.7,-2,nt,4,-0.5,0.2,-5,8,1.6
CNC(=O)c1cc(Cl)c(OC)c(OC)c1,-1.0,-1,-0.4,-3,-0.4,-0.6,-6,1,0.8
CCC(CO)Nc1ncnc2onc(-c3ccc(F)cc3)c12 (stereo unspecified),0.4,1,0.5,3,1.5,nt,-1,4,-0.3
O=C(NCc1ccccc1)c1ccc(CS(=O)(=O)Cc2ccc(F)cc2)o1,-1.2,-3,2.2,-4,-0.1,2.0,3,-3,3.5
CCc1nc2ccc(C(=O)N(CC)CCN(C)C)cn2c1N(CC)CCOC,-1.5,7,-1.4,3,-0.5,nt,3,14,nt
Cc1c(Cl)cccc1N1C(=O)C(N2C(=O)c3cccc([N+](=O)[O-])c3C2=O)C1c1cccs1 (stereo unspecified),-0.2,-1,-0.2,-1,-0.6,-1.9,-1,-1,1.6
O=C(NCc1ccc2c(c1)OCO2)c1cc(-c2ccccc2Cl)on1,0.6,-2,-2.8,-1,-0.4,2.3,-7,3,-3.4
CN(C)c1cccc(C(=O)NCCCSc2ccccc2)c1,-17,10,1.4,4,-0.9,0.6,-1,6,1.8

Next entries.
mol,FadD28 FP inh,FBA Mtb inh,Mtb BioA inh,Anthrax LF inh2,BoNT-A LC inh2,PfHsp40 rescue,BoNT-F LC inh,GDH-TPI counter,UGM FP inh
CCOCC(=O)Nc1nnc(COC)s1,1.4,7,0.3,-7,1.1,1.1,7,-10,-0.6
OC(CC#CCN1CCCCC1)(c1ccccc1)c1ccccc1,-3.9,3,0.3,-8,-2.1,0.8,?,11,-1.2
CC1CCC2(CC1)NC(=O)N(CC(=O)N1CCN(C(=O)c3cccs3)CC1)C2=O (stereo unspecified),-0.1,4,-2.5,0,-0.5,0.2,5,-2,3.3
CN(C(=O)c1c[nH]c(=O)cc1C(F)(F)F)c1ccc(Cl)cc1,-0.5,2,nt,1,-0.5,-0.7,-2,9,0.3
Cc1ccc(C2=CSC3=NCCN23)c(C)c1,-2.6,2,nt,-4,1.6,0.3,-1,-1,1.2
COc1ccc(C)cc1S(=O)(=O)NC(C)C(=O)Nc1ccc2c(c1)OCO2 (stereo unspecified),2.9,4,-1.2,2,0.8,-0.1,-3,-7,-3.0
Cn1nc(C(F)(F)F)c(-c2ccccc2)c1NC(=O)c1ccco1,-5.4,-3,nt,-1,-6.6,0.2,?,3,-0.3
CC(=O)c1cccc(NC(=O)c2noc3c2CCc2ccccc2-3)c1,-2.1,0,-0.3,-6,-0.3,-0.8,2,16,4.6

Continued.
mol,FadD28 FP inh,FBA Mtb inh,Mtb BioA inh,Anthrax LF inh2,BoNT-A LC inh2,PfHsp40 rescue,BoNT-F LC inh,GDH-TPI counter,UGM FP inh
COc1ccc(NC(=O)CCn2c(=O)c3cccn3c3ccccc32)cc1,-1.3,4,0.2,-1,-2.2,-0.5,-6,3,2.8
Cn1c(=O)oc2cc(S(=O)(=O)NCc3ccc(F)cc3)ccc21,-1.8,-1,-3.1,4,5.3,-1.1,8,6,-2.6
CC(C)c1nnc(NC(=O)Cn2nc(-c3ccc4c(c3)OCCO4)ccc2=O)s1,-2.1,5,-0.2,-8,-3.5,0.1,-8,12,-1.0
CCOCCCNC(=O)N[C@@H](C)C(=O)OC,-1.5,0,-1.0,-7,0.2,0.2,1,5,2.9
O=C1CN(C(=O)CN2CCN(S(=O)(=O)c3ccccc3)CC2)c2ccccc2N1,-3.1,-3,-0.2,0,0.1,nt,0,2,nt
NCCNCCNCCN,-4.0,6,1.0,-8,-2.4,-0.3,-18,9,1.6
CCC(c1nnnn1Cc1ccccc1)N1CCN(c2ccccc2)CC1 (stereo unspecified),-1.3,2,nt,-4,-0.4,0.5,3,4,0.4

Outcome played no part in choosing rows; about 4.7% have a hit in one of these screens.
